# EWS-Fli inh: inhibitors of EWS/Fli oncoprotein transcriptional activity. A673 NR0B1-luciferase reporter, viability-normalised. inhibition, % at 12.6 µM. 350,000 tested, 0.67% active;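 active means mean inhibition of at least 50% after viability correction, with every replicate also passing that limit; inconclusive means mean reaches 50% but only one of two replicates passes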;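 further: firefly luciferase signal divided by Alamar Blue viability fluorescence both relative to DMSO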
# GSIS activator: GLuc luminescence reporter in INS-1E cells, primary screen for activators of glucose-dependent secretion of insulin; INS-1E GLuc reporter insulin secretion, 2-3 h; activation, % at 16.6 µM; 370,000 tested, 0.61% active;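 active means lowest replicate activation of at least 40%, so every replicate reaches that level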;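 further: 0% = median of neutral control wells and 100% = median of IBMX positive control wells; some compounds called inactive have numbers as strong as hits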
# PAX8 reporter: PAX8 transcriptional activity inhibition. inhibition, % at 12.6 µM. AID 652154. RMG-I TPO-luciferase reporter, SteadyGlo, 24 h. 360,000 tested, 1.2% active;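 active means mean replicate inhibition at least 60% with every replicate also reaching 60%; inconclusive means only one of the two criteria is met; inactive means mean below 60% and not all replicates reaching 60%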;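 further: luciferase light reporting Pax8 driven TPO promoter activity; plate controls were median of neutral control wells for no effect and mitoxantrone controls for full effect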
# CFTR F508del cor: CFTR F508del correction in bronchial cells | CFBE cells, YFP halide quenching; stimulated with forskolin plus potentiator P3; % fluorescence drop versus neutral controls | activity (quench increase), % at 7.58 µM | 350,000 tested, 0.36% active | AID 720511;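 active means mean added fluorescence quench of at least 8% versus neutral control, with both replicates also reaching 8%; inconclusive means only one of the mean or replicate conditions met; inactive means mean below 8% and not both replicates reaching 8%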;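 further: cells transiently co-express mutant CFTR-F508del with the halide-sensitive YFP; corrector assay measuring rescue of mutant channel to the surface after 24 h compound exposure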
# ERp5 block: ERp5 (human) disulfide isomerase inhibition; inhibition, % at 9.99 µM; 350,000 tested, 0.05% active; Q15084; ERp5 insulin aggregation, absorbance 650 nm, 90 min;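 active means mean replicate inhibition above about 25%, with every replicate also reaching it, limit read from the data, passing the limit was not always enough; inconclusive means only one of those two criteria met; inactive means neither criterion met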
# Target sequence (Q15084 whole entry, looked up): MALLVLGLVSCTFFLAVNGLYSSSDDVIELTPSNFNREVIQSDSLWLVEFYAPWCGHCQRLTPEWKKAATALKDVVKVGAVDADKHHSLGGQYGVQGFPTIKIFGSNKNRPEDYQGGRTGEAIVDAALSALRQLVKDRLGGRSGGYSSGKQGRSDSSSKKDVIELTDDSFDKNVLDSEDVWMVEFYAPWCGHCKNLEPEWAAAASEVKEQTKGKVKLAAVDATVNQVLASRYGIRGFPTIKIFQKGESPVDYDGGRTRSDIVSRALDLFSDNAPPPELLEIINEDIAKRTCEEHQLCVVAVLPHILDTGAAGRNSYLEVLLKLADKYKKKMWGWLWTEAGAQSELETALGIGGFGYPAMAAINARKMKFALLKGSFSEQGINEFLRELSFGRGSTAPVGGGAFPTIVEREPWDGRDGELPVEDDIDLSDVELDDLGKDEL
# Xi reactivation: X-chromosome reactivation activator. XiGFP mouse fibroblasts, % GFP-positive cells imaging, 3 d; cells co-treated with 5-aza-dC sensitizer; scaled so ellipticine positive control = 100%. AID 743238. activation, % at 7.58 µM. 360,000 tested, 0.055% active;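 active means mean normalized replicate activation at least 10% and every replicate at or above 10%; inconclusive means only one of the two criteria met; inactive means mean below 10% and not all replicates reach 10%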;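 further: 0% = median of on-plate neutral control wells and 100% = ellipticine 6 µM median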
#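 Material: XiGFP fibroblasts, SV40-immortalized. Buffer or medium: DMEM plus 5-aza-dC sensitizer. Compound: single concentration per compound, delivered by pin transfer. Times: 3 days compound exposure. Controls: ellipticine 6 µM.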
# ARNT TACC3 PPI: disrupts binding between human ARNT and TACC3 | AlphaScreen His-ARNT PAS-B/GST-TACC3 binding, luminescence; TACC3 fragment carries E629A point mutation | inhibition, % at 9.99 µM | 390,000 tested, 0.66% active | AID 623870;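 active means mean inhibition of replicates at least 50% and at least half of replicates each reaching 50%; inconclusive means half or more replicates reach 50% but mean below 50%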;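 further: 0% = complete ARNT plus TACC3 wells and 100% = ARNT alone without TACC3; many hits fall short of the cut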
# DENV2 CPE: DENV2-induced cell death inhibition; CPE inhibition, % at 9.99 µM; AID 651640; DENV2-infected cells, cytopathic effect rescue, plate reader; 350,000 tested, 1.7% active; in the data active means CPE inhibition above about 20%, passing the limit was not always enough; inconclusive means no clear call, values can overlap the other calls; tested in BHK-21 cells;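 further: 0% = median of neutral control wells and 100% = median of positive control wells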
# * = called active by the depositor; u = inconclusive; x = no result given; & = joins results of further samples. The order is random; about 4.2% have a hit in one of these screens.
SMILES,EWS-Fli inh,GSIS activator,PAX8 reporter,CFTR F508del cor,ERp5 block,Xi reactivation,ARNT TACC3 PPI,DENV2 CPE
COc1ccc(NC(=O)CN2CCCC2)cc1,13,27,-17,1.3,4,-0.1,0,-3
CNC[C@@H]1Oc2ncc(C3=CCCC3)cc2C(=O)N([C@H](C)CO)C[C@@H]1C,-8,4,x,-1.0,x,-0.6,x,x
Cc1c(NC(=S)Nc2cccc(Cl)c2)c(=O)n(-c2ccccc2)n1C,5,-2,-18,-1.9,6,0.1,2,8
Cc1cccc(NC(=S)NC2CCCC2)c1,x,41,-31,x,x,-0.1,-5,x
O=C(C1=C[C@H](c2ccc3c(c2)OCO3)C[C@H](OCc2ccc(CO)cc2)O1)N1CCOCC1,-3&-2,-38,1&0,-1.2&0.1,-2&-1,0.0,-3,-8&2
COc1ccc(NS(=O)(=O)c2cccc(C(=O)NNC(=O)c3cc(C)oc3C)c2)cc1,-9,-20,4,x,2,-0.4,3,5
CCOC(=O)Cn1c(=NC(=O)C(C)C)sc2c(C)cc(C)cc21,12,-1,10,-2.5,0,0.1,-1,3
Cc1nc2c(OCc3ccc(C(F)(F)F)cc3)cccn2c1N(C)CC1CC1,-21,-12,-56,3.8,1,0.0,x,-2
CCCS(=O)(=O)Nc1c(C(=O)O)[nH]c2ccc(OC)cc12,-12,5,29,-2.4,4,0.2,3,u
Cc1ccc(S(=O)(=O)N[C@@H]2CC[C@@H](CC(=O)NCCc3ccncc3)O[C@@H]2CO)cc1,-10,3,2,0.9,-4,-0.5,x,18
CN1CCSc2ccc(C(=O)NCc3ccccc3)cc21,-18,-19,5,-3.2,6,0.0,-11,7
Cc1cc(NC(=O)Nc2ccccc2[N+](=O)[O-])n(C)n1,-2,-1,14,2.7,4,0.1,11,1
CCCC#Cc1ccc2c(c1)O[C@H](CN(C)Cc1ccccc1)[C@H](C)CN([C@H](C)CO)S2(=O)=O,14,7,54,0.2,x,0.6,x,x
COC(=O)[C@@H]1C[C@@H]2CC[C@@H](O)C[C@@H]2N1Cc1ccc(C(F)(F)F)cc1,2,1,5,0.7,-7,0.0,31,13
C[C@H]1CN([C@@H](C)CO)S(=O)(=O)c2ccc(/C=C/c3ccccc3)cc2O[C@@H]1CN(C)C(=O)c1ccccc1,14,-14,9,-1.5,x,-0.6,30,5
CCOc1ccc(N(CC(=O)Nc2ccc(C)cc2C)S(C)(=O)=O)cc1,13,-4,1,-2.6,4,-0.1,25,4
Cc1ccccc1NC(=O)C[C@H]1CC[C@H]2[C@@H](COc3ccc(NC(=O)C4CCC4)cc3C(=O)N2C)O1,-4,2,5,-1.0,-1,0.1,-4,-2
Cc1cc(CNC(=O)COC(=O)C2CC3CCCC(C2)C3=O)cc(C)c1O (stereo not drawn),3,22,-5,3.1,0,0.1,-8,-1
O=C(O)c1ccccc1C(=O)OCCCc1ccncc1,-11,19,-15,-2.5,-3,0.2,-2,10
O=C(NCC[C@H]1CC[C@@H](NC(=O)c2cnccn2)[C@H](CO)O1)Nc1ccc(F)cc1,4,19,-5,0.2,5,0.0,-16,20
CC(/C=N/n1c(-c2ccc(Cl)cc2)n[nH]c1=S)=C\c1ccco1,15,x,3,x,-2,0.7,4,2
O=C(C[C@@H]1C[C@@H]2c3cc(NS(=O)(=O)c4ccc(F)cc4)ccc3O[C@@H]2[C@H](CO)O1)NCc1cccc(F)c1,4,6,0,0.6,-2,0.2,2,-1
CCn1nc(NC(=O)COC)c2cc3cc(C)ccc3nc21,-15,33,-43,-1.9,4,0.2,-19,-2
C[C@@H]1CN([C@H](C)CO)C(=O)c2cc(C#CCN(C)C)cnc2O[C@H]1CN(C)Cc1ccncc1,-12,-1,x,-1.6,-10,-0.3,-12,-8
OC(COc1c(F)cc(Br)cc1F)CN1CCOCC1 (stereo not drawn),-5,10,1,0.2,1,-0.1,-6,-2
CCN(CC)S(=O)(=O)c1ccc(NC(=S)NC(=O)C(C)C)cc1,8,x,-3,x,-6,0.4,-3,-4
COc1ccc(NC(=S)NCc2ccccc2)c(OC)c1,-13,-2,-10,-1.4,5,0.0,4,u
CSc1ccccc1NC(=O)C(C)N1C(=O)c2ccccc2S1(=O)=O (stereo not drawn),10,36,x,-2.4,-5,0.3,0,5
COc1cc(CNCc2cccnc2)ccc1OCC(=O)NC(C)(C)C,3,-3,4,0.0,2,0.0,-4,1
O=C(O)C[C@H]1C[C@@H]2c3cc(NC(=O)Nc4ccc(F)cc4)ccc3O[C@@H]2[C@@H](CO)O1,-4,1,x,-3.8,-7,0.0,0,0
O=C(COC(=O)c1ccccc1Br)NCC1CCCCC1,-2,x,9,0.7,-13,0.0,x,-4
CC(OC(=O)CN1C(=O)c2ccccc2C1=O)C(=O)c1ccccc1 (stereo not drawn),-6,9,1,-2.3,-10,-0.1,-7,1
COC(=O)c1cccc(Nc2nc(-c3ccncc3)nc3ccccc23)c1,10,0,7,3.1,2,0.2,-3,0
Cc1cc(=O)oc(C)c1C(=O)N1CCc2c([nH]c3ccccc23)C1C(C)C (stereo not drawn),-1,-2,5,-0.8,-4,0.1,25,10
CCCN1C(=O)c2n[nH]c(C)c2C1c1ccc2c(c1)OCO2 (stereo not drawn),-2,28,8,-0.7,1,0.1,x,-6
CC(=O)Nc1cccc(NC(=O)CS(=O)(=O)c2cn(CC(=O)N3CCOCC3)c3ccccc23)c1,-4,38,-5,-0.4,3,0.1,-6,3
Cc1ccc(/C=C(/NC(=O)c2ccccc2)C(=O)NC(Cc2c[nH]c3ccccc23)C(=O)O)cc1 (stereo not drawn),0,5,20,0.8,-2,0.9,-4,-6
CC(C)NC(=O)C1(N2C(=O)c3ccccc3C2=O)CCCC1,6,x,-1,1.6,-2,0.1,-7,-4
Fc1cccc(Cl)c1/C=N/Nc1ccccn1,-62,11,-41,-3.6,-5,8.7,-2,1
CSc1ccc(CCNC(=O)C2CCCN(c3nn4c(=O)cc(C)nc4s3)C2)cc1 (stereo not drawn),x,-1,26,2.2,3,-0.1,2,0
O=C(C(=O)N1CCc2ccccc2C1)N1CCc2ccccc2C1,-15,7,8,0.0,-2,0.0,x,3
O=c1cc(-c2ccccc2O)nc(-c2ccccc2)[nH]1,-10,4,3,1.0,2,0.0,1,1
CCCCN(C(=O)c1cc(S(=O)(=O)N2CCCCC2)ccc1Cl)c1c(N)n(CC(C)C)c(=O)[nH]c1=O,5,2,-3,10*,0,0.0,x,0
COC(=O)C1=C(C)N(Cc2ccccc2)C(=S)N[C@H]1c1ccccc1,1,-6,-21,2.9,-3,0.0,17,-11
CCC(NC(=O)OCc1ccccc1)C(=O)Oc1ccc2ccc(=O)oc2c1 (stereo not drawn),1,-12,6,2.4,-1,0.0,-6,16
C[C@@H]1CN([C@@H](C)CO)S(=O)(=O)c2ccc(-c3cccc(C#N)c3)cc2O[C@H]1CN(C)C(=O)c1ccccc1,12,-23,9,-2.0,2,0.1,-5,-5
CCCC#Cc1ccc([C@@H]2[C@@H](CO)N3CCCCN(CC4CC4)C[C@@H]23)cc1,12,7,-4,2.1,11,0.0,3,15
CCCn1c(SCC(=O)Nc2ccc3c(c2)OCO3)n[nH]c1=O,-4,19,x,2.6,-1,0.0,-4,11
CSc1ccc(CN2CCC(C)(Oc3ccc(-n4ccnc4)cc3)C2)cc1 (stereo not drawn),9,x,x,-2.8,5,-0.1,x,6
COc1ccc(S(=O)(=O)Nc2ccc3c(c2)C(=O)N([C@@H](C)CO)C[C@H](C)[C@@H](CN(C)S(=O)(=O)c2ccc(Cl)cc2)OCCCC[C@H](C)O3)cc1,21,-28,65*,5.2,-1,0.1,14,-8
O=S(=O)([O-])C/C(=C\c1ccc(Cl)cc1)c1cc[n+](CCO)cc1,-4,21,1,1.1,1,0.0,-3,0
CC(C)(C)OC(=O)NCCc1nnc(SCc2ccccc2)o1,-9,-14,-8,-0.9,-4,0.1,x,-3
Cc1c(C(=O)NCc2ccccc2C(F)(F)F)sc(=O)n1Cc1cccc(C(F)(F)F)c1,2,-27,33,0.3,0,0.1,x,1
C[C@@H]1CN([C@H](C)CO)C(=O)Cc2cc(NC(=O)c3ccncc3)ccc2O[C@H]1CN(C)C(=O)NC1CCCCC1,-13,22,-18,-0.4,-3,-1.3,6,-1
COC(=O)c1ccc(C(c2c(C)[nH][nH]c2=O)c2c(C)[nH][nH]c2=O)cc1,4,-19,10,3.4,0,0.0,5,2
CCOc1ccc(Oc2ccc(Cl)cc2NC(=O)C2=COCCO2)cc1,6,-8,-1,-3.8,-1,0.0,-1,11
COc1cc([N+](=O)[O-])ccc1NC(=O)Nc1cnccn1,x,5,-9,-0.2,4,0.1,-5,11
Cc1cc(C(=O)Nc2cccc3c2O[C@@H](CN(C)C(=O)NC(C)C)[C@@H](C)CN([C@H](C)CO)C3=O)n(C)n1,5,4,0,0.0,3,0.3,6,-1
Cc1ccc(-c2nnc(SCC(=O)Nc3cccc(C(=O)N4CCOCC4)c3)n2C)cc1,x,-17,-7,x,x,-0.1,1,x
CCCCNCCCOc1cccc(Cl)c1Cl,-1,3,x,-1.9,0,x,-5,x

# 3 records picked at random from the list so far, as already listed:
SMILES,EWS-Fli inh,GSIS activator,PAX8 reporter,CFTR F508del cor,ERp5 block,Xi reactivation,ARNT TACC3 PPI,DENV2 CPE
CCCC#Cc1ccc([C@@H]2[C@@H](CO)N3CCCCN(CC4CC4)C[C@@H]23)cc1,12,7,-4,2.1,11,0.0,3,15
CCCCNCCCOc1cccc(Cl)c1Cl,-1,3,x,-1.9,0,x,-5,x
CCOc1ccc(Oc2ccc(Cl)cc2NC(=O)C2=COCCO2)cc1,6,-8,-1,-3.8,-1,0.0,-1,11

# (further entries)
SMILES,EWS-Fli inh,GSIS activator,PAX8 reporter,CFTR F508del cor,ERp5 block,Xi reactivation,ARNT TACC3 PPI,DENV2 CPE
CCOc1ccc(S(=O)(=O)N/N=C(\C)c2ccc(OC)cc2OC)cc1,-1,7,11,2.0,1,0.0,-10,-1
O=[N+]([O-])c1ccc(S(=O)(=O)Nc2ccc(-c3ccc(N4CCCC4)nn3)cc2)cc1,-11,-5,-21,0.8,10,0.0,-15,1
COc1cccc(NC(=O)N2CCCC2C(=O)NCc2ccccc2F)c1 (stereo not drawn),-18,5,-27,-4.9,3,0.0,0,-5
Cc1ccc(S(=O)(=O)N2CCOCC2)cc1NC(=O)C(c1ccc(Cl)cc1)C(C)C (stereo not drawn),-6,-9,4,0.3,0,-0.2,x,-9
CC(=O)N1CCN(C(=O)c2cccc(S(=O)(=O)N3c4ccccc4CC3C)c2)CC1 (stereo not drawn),-7,-11,2,2.4,-13,0.3,17,4
C[C@H](CO)N1C[C@H](C)[C@H](CN(C)Cc2ccc(C(F)(F)F)cc2)Oc2c(NS(=O)(=O)c3cccs3)cccc2C1=O,6,-39,4,-2.5,-2,0.3,2,-4
C[C@H]1CN([C@@H](C)CO)C(=O)c2cc(NC(=O)Nc3cccc4ccccc34)ccc2O[C@@H]1CN(C)Cc1ccncc1,x,-9,3,-0.1,-1,0.1,13,-8
Cc1nc(N)c(Cc2ccc(Cl)cc2Cl)c(N)n1,8,2,5,4.9,-6,0.1,x,x
Cc1cc(C)n(Cc2ccc(C(=O)O)cc2)n1,3,-6,x,-1.0,3,x,1,u

# Screening results: PubChem BioAssay, Broad Institute
